Dyrk1A ADPGlo = inhibitors of rat Dyrk1A kinase | AID 504441 | actives 0.43% (n = 310,000) | inhibition, % at 12.5 µM | ADP-Glo luminescence, NFATc1 peptide | Q63470; in the data active = inhibition above about 50%;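 also: plate controls were vehicle with enzyme for no effect and no enzyme for full effect; many of its hits are not listed in these tables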
* = called active by the depositor. These rows are one share of the data (hit frequency here may not be typical).

SMILES | Dyrk1A ADPGlo
COc1ccc(Cl)c2sc(N(CCN(C)C)C(=O)C3=COCCO3)nc12 | -3
Cc1ccc(S(=O)(=O)NCC(=O)OC(C)C(=O)NCc2ccc3c(c2)OCO3)cc1 (stereo not given) | 12
O=C(COC(=O)c1ccc[n+]([O-])c1)Nc1ccc(Cl)cc1[N+](=O)[O-] | -2
CC1CN(C(C)C)C(=S)NC1=O (stereo not given) | -2
O=[N+]([O-])c1cc(-c2cccnc2)n[nH]1 | -5
O=C(Cc1cccc(NC(=O)C2CCN(C(=O)C3CCCC3)CC2)c1)Nc1cccc(C(=O)N2CCCCC2)c1 | 3
COc1ccccc1C(=O)OCC(=O)Nc1cccc(S(=O)(=O)N2CCCC2)c1 | 3
CC(OC(=O)c1ccc2c(c1)OCO2)C(=O)NC1CCCCC1C (stereo not given) | 2
CCOC(=O)C1=CN(CC)S(=O)(=O)NC1c1ccc(C(F)(F)F)cc1 (stereo not given) | -1
COc1ccc(CCN2CC(C(=O)OCC(=O)NC(Cc3ccccc3)C(C)=O)CC2=O)cc1OC (stereo not given) | 2
O=[N+]([O-])c1ccc(CC(Cl)c2ccccn2)cc1 (stereo not given) | 3
COc1ccc(OC)c(Cc2cnc3nc(N)nc(N)c3c2C)c1 | -2
F[B-](F)(F)c1cc2ccccc2s1 | 5
Cc1ccc(NCSc2ccc(Cl)cc2)cc1 | -6
O=C(NCc1ccccc1)c1cccc(NC(=O)C2CCC2)c1 | 1
c1cc2c3c(cccc3c1)NN=N2 | 12
Nc1nccc(SCc2ccc(Cl)cc2Cl)n1 | 4
COc1ccc(C(OC(=O)c2ccco2)C(=O)NC(C)(C)C)cc1OC (stereo not given) | 4
Cc1ccc(OCC(=O)Nc2c(C)nn(-c3ccccc3)c2C)c(Br)c1 | 13
C[C@H](CO)N1C[C@H](C)[C@@H](CN(C)C(=O)NC2CCCCC2)Oc2c(NC(=O)CCC(F)(F)F)cccc2C1=O | -5
COc1ccccc1NC(=O)N(O)C1(C#N)CCCCC1 | -1
O=C(CN1C(=O)c2ccccc2C1=O)NC(Cc1ccccc1)C(=O)O (stereo not given) | 2
CN1C[C@@H]2[C@@H]3C(=O)N(Cc4ccccc4)C(=O)[C@@H]3[C@](Cc3ccccc3)(C1=O)N2C(=O)c1ccc(Cl)cc1 | 7
COc1ccc(CCOC2OC(CO)C(OC(=O)/C=C/c3ccc(O)c(OC)c3)C(O[C@H]3O[C@@H](C)[C@H](O)[C@@H](O)[C@H]3O)C2O)cc1O (stereo not given in full) | 6
CCOc1nc(-c2ccc(OC)cc2)ccc1-c1noc(-c2ccncc2)n1 | 7
Cc1cc(C(=O)N2CC(C)CC(C)C2)c(C)o1 (stereo not given) | 3
O=C1CS(=O)(=O)N(Cc2ccccc2F)c2ccc(Br)cc21 | -5
O=C(COn1nnc2ccc(Cl)cc21)NC1CCS(=O)(=O)C1 (stereo not given) | 20
Cc1ccc(C(=O)N2CCc3ccccc32)cc1C | -2
CS(=O)(=O)c1ccc(C(=O)N2CCN(C(=O)c3ccco3)CC2)cc1 | 4
CCCCNS(=O)(=O)CCNCc1ccccc1OC | -1
CCCCN1C(=O)C(C#N)CC2=C1CC(C)(C)CC2=O (stereo not given) | -2
O=C(CSc1nnc(COc2ccc(Cl)cc2)o1)Nc1ccc(N2CCOCC2)cc1 | -3
CC(=O)OC1CC2(C)C(CCC2(O)C(C)=O)C2CCC3C(Cl)C(=O)CCC3(C)C12 (stereo not given) | -1
CC12C=CC(=O)C=C1C(F)CC1C3CCC(O)(C(=O)CO)C3(C)CC(O)C12F (stereo not given) | 8
O=C(c1ccc2c(=O)n3c(nc2c1)CCC3)N1CCN(S(=O)(=O)c2ccccc2Br)CC1 | 1
O=C(O)c1ccc(C=NN=C2c3ccccc3-c3ccccc32)cc1 | 36
O=C1C2CC3N1CCC31c3ccccc3-n3c1c2ccc3=O (stereo not given) | 3
CCCn1c(SCC(=O)Nc2ccc3c(c2)OCCO3)n[nH]c1=O | 0
COc1cc2oc(=O)cc(-c3ccc(-c4ccc(N(C)C)cc4)cc3)c2c(OC)c1OC | -5
COc1ccc(Cl)cc1S(=O)(=O)NC(C)C(=O)NCCN1CCOCC1 (stereo not given) | 4
Cc1ccc(S(=O)(=O)N2C[C@@H]3c4ccccc4N(S(=O)(=O)c4ccc(C)cc4)[C@@H]3[C@@H](C)C2CC(=O)c2ccccc2)cc1 (stereo not given in full) | 0
O=C(/C=C/CCc1ccc2c(c1)OCO2)N1CCCCC1 | 6
Nc1cc2c(cc1Br)-c1ccc(F)cc1C2O (stereo not given) | -2
C=C(C)C(O)CC/C(C)=C/Cc1c(O)ccc(C(=O)/C=C/c2ccc(O)cc2)c1O (stereo not given) | 16

A draw from above in order of heavy-atom count, descending.
SMILES | Dyrk1A ADPGlo
Cc1ccc(S(=O)(=O)N2C[C@@H]3c4ccccc4N(S(=O)(=O)c4ccc(C)cc4)[C@@H]3[C@@H](C)C2CC(=O)c2ccccc2)cc1 (stereo not given in full) | 0
C=C(C)C(O)CC/C(C)=C/Cc1c(O)ccc(C(=O)/C=C/c2ccc(O)cc2)c1O (stereo not given) | 16
CC(=O)OC1CC2(C)C(CCC2(O)C(C)=O)C2CCC3C(Cl)C(=O)CCC3(C)C12 (stereo not given) | -1

Further records
SMILES | Dyrk1A ADPGlo
O=C(COC(=O)C1=Cc2ccccc2OC1)NCc1ccc(F)cc1 | 5
O=C(O)c1cccc(S(=O)(=O)NCC2COc3ccccc3O2)c1 (stereo not given) | -4
COc1cc2c(cc1OC)[C@@H](NC(=O)Cc1ccc(F)cc1)[C@H](OCc1ccccc1)C2 | -2
O=C(COC(=O)COc1ccccc1F)NCCc1ccc(F)cc1 | -4
C=CCOc1ccc(/C=C/C(=O)OCC(=O)N2CCN(S(=O)(=O)c3ccc(C)cc3C)CC2)cc1 | 3
Cc1ncc(NS(=O)(=O)c2ccc(N)cc2)nc1C | -6
CC(=O)Nc1ccc(S(=O)(=O)Nc2cc(S(=O)(=O)N3CCCCC3)ccc2O)cc1 | -6
COc1ccc(S(=O)(=O)N2CCN(C(=O)c3ccc(=O)[nH]n3)CC2)cc1OC | 1
CON(C)C(=O)CCN(C(=O)OC(C)(C)C)c1ccccc1 | -3
Cc1cc(C)n(-c2ccc(C(=O)N3CCN(S(=O)(=O)c4cccc(Br)c4)CC3)cc2)n1 | -4
O=C(/C=C/c1ccc(S(=O)(=O)N2CCOCC2)cc1)N1CCCCC1 | 0
O=C1NC(=S)SC1=Cc1ccc2c(c1)OCO2 | 49
Fc1cccc(CSc2ncnc3c2ncn3C2CCCCO2)c1 (stereo not given) | -7
CN(CC(=O)Nc1cccc(F)c1)CC(=O)NC(c1ccccc1)c1ccccc1 | 3
COc1ccc(NC(=O)CN2CCc3ccccc3C2)cc1 | -2

In the list so far, 3 contain a furan ring, fused or not:
SMILES | Dyrk1A ADPGlo
COc1ccc(C(OC(=O)c2ccco2)C(=O)NC(C)(C)C)cc1OC (stereo not given) | 4
Cc1cc(C(=O)N2CC(C)CC(C)C2)c(C)o1 (stereo not given) | 3
CS(=O)(=O)c1ccc(C(=O)N2CCN(C(=O)c3ccco3)CC2)cc1 | 4

At a glance, some entries already given:
SMILES | Dyrk1A ADPGlo
Cc1cc(C)n(-c2ccc(C(=O)N3CCN(S(=O)(=O)c4cccc(Br)c4)CC3)cc2)n1 | -4
O=C(/C=C/c1ccc(S(=O)(=O)N2CCOCC2)cc1)N1CCCCC1 | 0
O=C1NC(=S)SC1=Cc1ccc2c(c1)OCO2 | 49
Fc1cccc(CSc2ncnc3c2ncn3C2CCCCO2)c1 (stereo not given) | -7
CN(CC(=O)Nc1cccc(F)c1)CC(=O)NC(c1ccccc1)c1ccccc1 | 3
COc1ccc(NC(=O)CN2CCc3ccccc3C2)cc1 | -2

(continued)
SMILES | Dyrk1A ADPGlo
COc1ccccc1N(CC(=O)Nc1c(C)n(C)n(-c2ccccc2)c1=O)S(=O)(=O)c1ccccc1 | 8
COC(=O)[C@]1(C)N[C@H](CN(C)C(C)=O)[C@@H]2C(=O)N(Cc3ccccc3)C(=O)[C@@H]21 | -3
Cc1cccc(COc2ccc(S(=O)(=O)N3CCOCC3)cc2[N+](=O)[O-])c1 | 1
CC(Cc1ccccc1)=NNc1ccc([N+](=O)[O-])cc1[N+](=O)[O-] | -3
O=C1c2ccccc2[C@@H]2CC(O)C(O)CCN12 (stereo not given in full) | 1
O=[N+]([O-])c1ccccc1N=Nc1c(O)[nH]c2ccc(F)cc12 | 1
O=C(O)c1ccc(OS(=O)(=O)c2ccc(Cl)s2)cc1 | 6
CN(Cc1cccs1)C(=O)CN1CCN(S(=O)(=O)c2ccc3c(c2)OCCCO3)CC1 | 4
CC1CCC(NC(=O)COC(=O)c2cccnc2Cl)CC1 (stereo not given) | 5
COc1cc(C2c3cc4c(cc3CC3COC(=O)N32)OCO4)cc(OC)c1OC (stereo not given) | -1
CN(Cc1c(F)cccc1Cl)C(=O)c1cccc(S(=O)(=O)N2CCN(Cc3ccccc3)CC2)c1 | 3
CN(CCCn1cnc2c(OCc3ccccc3)ncnc21)CCc1ccccn1 | -7
COc1ccccc1S(=O)(=O)N1CCn2cccc2C1C (stereo not given) | -1
O=C(COC(=O)c1ccccc1NCCO)Nc1ccc(S(=O)(=O)NC2=NCCCCC2)cc1 | 1
CN(CC(=O)Nc1cccc(F)c1)C(=O)CC1CCCC1 | -1
CC(C)N(C)C1=CC(=O)C(N(C)C(C)C)=CC1=O | -5
CCCCN(c1ccccc1)S(=O)(=O)c1cccc(C(=O)Nc2c(C)n(C)n(-c3ccccc3)c2=O)c1 | 2
CC1(C2CC2)NC(=O)N(CC(=O)Nc2ccccc2C#N)C1=O (stereo not given) | -4
Cc1ccc(S(=O)(=O)N2CCN(C(=O)CCNC(=O)c3ccccc3Cl)CC2)cc1 | 0
CC(=O)N1Cc2ccccc2CC1C(=O)OCC(=O)c1c(N)n(C)c(=O)n(C)c1=O (stereo not given) | 11
CC12CC3CC1C(C(=O)O2)C3C(=O)O (stereo not given) | -3
Cc1ccc(S(=O)(=O)N2CCCCC2)cc1C(=O)OC(C)C(=O)NCC1CCCCC1 (stereo not given) | 13
C=C(C)c1nc(Oc2ccccc2)nc(Oc2ccccc2)n1 | 2
CC1(N=Cc2cc(Cl)ccc2O)COP(=O)(NC2CCCC2)OC1 (stereo not given) | -4
COc1ccc(NC(=O)COc2ccc(-c3ccccc3)cc2)cc1 | -3
Cc1cc(C(=O)NNC(=O)c2ccc(C)c([N+](=O)[O-])c2)c(C)o1 | 3
CCOc1ncnc2c1sc1nc3c(cc12)COC(C)(C)C3 | -2
CCCn1c(=NC(=O)c2ccncc2)c(C#N)cc2c(=O)n3cccc(C)c3nc21 | 4
COC(=O)[C@@]1(Cc2ccccc2)[C@H]2C(=O)N(C)C(=O)[C@H]2[C@H]2CN=C(SCc3ccc(C#N)cc3)N21 | -3
CCOc1ccc(NC(=O)COc2ccc(N3CC(C(N)=O)CC3=O)cc2)cc1 (stereo not given) | 7

Rewritten with each value named: entries from further up.
> CC12CC3CC1C(C(=O)O2)C3C(=O)O (stereo not given)
  Dyrk1A ADPGlo = -3
> COc1ccc(NC(=O)COc2ccc(-c3ccccc3)cc2)cc1
  Dyrk1A ADPGlo = -3
> CCOc1ccc(NC(=O)COc2ccc(N3CC(C(N)=O)CC3=O)cc2)cc1 (stereo not given)
  Dyrk1A ADPGlo = 7
> CC1(N=Cc2cc(Cl)ccc2O)COP(=O)(NC2CCCC2)OC1 (stereo not given)
  Dyrk1A ADPGlo = -4

Going on with the list:
SMILES | Dyrk1A ADPGlo
CSCCC(NC(=O)c1ccccc1Cl)C(=O)Nc1ccncc1 (stereo not given) | 1
COc1cc(C(=O)OCc2csc(CC(=O)Nc3cc(C)ccc3C)n2)ccc1OC(F)F | 5
CCSc1nsc(NC(=O)Nc2ccccc2Cl)n1 | -3
CCCCN(C(=O)c1cccc(S(=O)(=O)N2CCN(C)CC2)c1)c1c(N)n(CC(C)C)c(=O)[nH]c1=O | 17
O=C1OC(c2ccccc2)(c2ccc(O)cc2)c2ccccc21 (stereo not given) | 1
CCCCCCCCNS(=O)(=O)CCNCCc1ccccc1 | 14
CCCCC1(CC)SCC(=O)NC1=O (stereo not given) | 5
COc1cc(OC)c2c(-c3cccc(-c4ccc(F)c(Cl)c4)c3)cc(=O)oc2c1 | 0
ON(CCc1ccccn1)Cc1ccccc1 | -6
COc1ccc(-c2ccc(-c3cc(=O)oc4c(C(C)C)ccc(C)c34)cc2)cc1 | -2
O=C1C[C@@H]2CCN3C(=O)CCC[C@@H]([C@H]23)[C@@H]1Cc1ccccc1 | 1
O=C(CN1CCN(S(=O)(=O)c2ccc3c(c2)OCCO3)CC1)Nc1cccc(F)c1 | -2
CCN(c1ccccc1)S(=O)(=O)c1ccc(Oc2ccccc2)c(N)c1 | -5
CCOC(=O)C1=CN(Cc2ccco2)S(=O)(=O)N(CC)C1c1ccc(C(F)(F)F)cc1 (stereo not given) | 2
CCCCCCCCCC(=O)N[C@@H]1c2cc(OC)c(OC)cc2C[C@H]1O | 0
Cc1c(NC(=O)CN2C(=O)NC3(CCCCC3C)C2=O)cccc1[N+](=O)[O-] (stereo not given) | 1
CCN(C[C@H]1N[C@@](C)(C(=O)OC)[C@H]2C(=O)N(Cc3ccccc3)C(=O)[C@@H]12)C(=O)c1ccc(C)cc1 | 0
Cc1cc(=O)oc2c(CN3CCOCC3)c(O)ccc12 | 4
COc1ccc(C(=O)c2ccc(Cl)cc2)c(OC)c1OC | -5
Nc1cc2c(cc1Br)-c1ccccc1C2=NO | 9
CCc1ccccc1NC(=O)CN1CCN(CC(=O)Nc2ccc3c(c2)OC2(CCCCC2)O3)CC1 | 0
CCOc1ccccc1C=C1SC(=S)NC1=O | 1
CC12C=CC(=O)C=C1CCC1C3CCC(O)(C(=O)CO)C3(C)CC(O)C12F (stereo not given) | 2
CCN(CC)C(=O)[C@H]1CC(CC(=O)NCCCn2ccnc2)C(=O)N2CCc3c([nH]c4ccc(OC)cc34)[C@]12C (stereo not given in full) | 3
O=C(c1ccccc1)c1ccccc1C(=O)N1CCN(Cc2ccccc2F)CC1 | 6
O=c1cc(Br)c(O)c(Br)cc1Br | 32
O=C(Nc1nccs1)[C@@H]1CCCN1S(=O)(=O)c1ccccc1F | -6
Cc1cc(C(=O)COC(=O)Cc2n[nH]c(=O)c3ccccc23)c(C)n1CC(F)(F)F | -1

High-throughput results: PubChem BioAssay, Broad Institute
